# HCMV inh = qHTS Assay for inhibitors of the human cytomegalovirus (HCMV) | 410,000 tested, 4.5% active | activity change, negative = inhibition, % at 57.5 µM | HFF cells, HCMV-luciferase reporter, 72 h; stronger effect = lower value | AID 1259415, 2018; in the data active = activity change below about -60%; inconclusive = no clear call, values can overlap the other calls; inactive = above about -39%
#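 Cell-based, HFFs, 1000 cells/well, 16 h 37C; cpds in DMSO + HCMV-luc, MOI 1 PFU/cell; 72 h 37C; OneGlo luminescence after 5 min RT; norm. to buffer vs Salinomycin 10uM.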
# AmpC inh no detg = qHTS Inhibitors of AmpC Beta-Lactamase (assay without detergent); P00811; AmpC nitrocefin hydrolysis, absorbance 480 nm, 0.0001% Triton; Potency, µM (series often up to 57.1 µM), for the others: at the highest dose activity change, negative = inhibition, hits mostly inhibitors; 330,000 tested, 0.52% active; AID 485341, 2010;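 note: potency is the fitted concentration of half-maximal effect; plate controls were no compound for no effect and no enzyme for full effect; nearly all actives have a fitted effect of over 20% in size; some results filed as inactive show a strong effect at the top dose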
# Target sequence (P00811 whole entry, looked up): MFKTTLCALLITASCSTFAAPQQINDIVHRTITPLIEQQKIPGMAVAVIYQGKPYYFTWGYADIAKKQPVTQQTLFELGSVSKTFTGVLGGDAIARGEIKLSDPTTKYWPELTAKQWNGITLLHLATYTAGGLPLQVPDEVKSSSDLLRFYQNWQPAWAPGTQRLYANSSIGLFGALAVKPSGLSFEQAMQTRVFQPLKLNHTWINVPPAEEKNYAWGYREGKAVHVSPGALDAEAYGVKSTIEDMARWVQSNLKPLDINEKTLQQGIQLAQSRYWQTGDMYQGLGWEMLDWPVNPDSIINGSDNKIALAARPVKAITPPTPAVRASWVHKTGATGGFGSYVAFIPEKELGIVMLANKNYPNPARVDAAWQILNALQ
#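 20 mM phosphate pH 7.0 + 0.01% (detergent screen) or 0.0001% Triton X-100; 5.3 nM AmpC reagent; cpd preinc 15 min RT; nitrocefin (800 uM stock) to start; A480 q20 s × 4 min; Activity was normalised to no-enzyme and no-compound control wells.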
# Sm TGR block = qHTS Assay for the Inhibitors of Schistosoma Mansoni Peroxiredoxins; purified TGR, DTNB reduction, TNB absorbance 405 nm; 360,000 tested, 3% active; Potency, µM (titrated, usually from 114 µM), for inactives: at the highest dose activity change, negative = inhibition, usual class: inhibitors; Schistosoma mansoni thioredoxin glutathione reductase (TGR), Q962Y6; AID 485364, 2010; note: potency is the fitted concentration of half-maximal effect; nearly all actives have a fitted effect of over 60% in size
#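 First, TGR (20 nM dispensed) and NADPH were mixed with compound. Second, a 15 min room-temperature incubation followed. Third, further NADPH and then DTNB were added to start the reaction. Finally, TNB absorbance was monitored kinetically.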
# Giardia FBPA inh = qHTS Assay for Inhibitors of Fructose-1,6-bisphosphate Aldolase from Giardia Lamblia; purified Giardia FBPA; Potency, µM (titrated, usually from 59.6 µM), without a hit: at the highest dose activity, negative = inhibition, usual class: inhibitors; A8B2U2; AID 2451, 2010; 290,000 tested, 0.71% active; note: potency is the fitted concentration of half-maximal effect; nearly all actives have a fitted effect of over 55% in size
# Target sequence (A8B2U2 whole entry, looked up): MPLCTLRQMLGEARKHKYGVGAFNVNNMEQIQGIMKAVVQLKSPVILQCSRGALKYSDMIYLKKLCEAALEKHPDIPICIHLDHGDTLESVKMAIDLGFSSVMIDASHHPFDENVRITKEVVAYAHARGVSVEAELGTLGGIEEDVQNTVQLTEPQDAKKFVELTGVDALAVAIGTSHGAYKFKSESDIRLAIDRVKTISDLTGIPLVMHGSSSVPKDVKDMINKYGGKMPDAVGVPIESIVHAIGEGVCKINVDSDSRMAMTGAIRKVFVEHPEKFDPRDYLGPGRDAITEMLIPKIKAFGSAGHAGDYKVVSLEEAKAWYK
#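 Giardia FBPA (40 nM reagent) was preincubated 10 min at RT with compound (up to 57.5 uM final), then substrate plus GAPDH/TPI/NAD/arsenate coupling system with diaphorase/resazurin was added; resorufin fluorescence (525/598 nm) was read after 20 min.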
# HCV inh = qHTS Assay for Inhibitors of Hepatitis C Virus (HCV). Huh7.5.1 HCVcc-Cre infection, luciferase reporter, 44 h. Potency, µM (series often up to 41.8 µM), for the others: top-dose activity change, negative = inhibition, hits mostly inhibitors. 340,000 tested, 3.4% active; note: potency is the fitted concentration of half-maximal effect
#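 Luciferase read-out (15 sec integration) after a 15 min room-temperature substrate step quantifies HCVcc-Cre infection. Cells, 1,000 per well, had compound added 4 h post-plating, then virus at ~0.5 moi, and were cultured 44 h.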
# AmpC detergent = qHTS Inhibitors of AmpC Beta-Lactamase (assay with detergent) | P00811 | AmpC hydrolysis of nitrocefin, absorbance 480 nm, 0.01% Triton | Potency, µM (titrated, usually from 114 µM), for the others: top-dose activity change, negative = inhibition, most hits filed as inhibitors | 370,000 tested, 0.041% active | AID 485294, 2010;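 note: potency is the fitted concentration of half-maximal effect; 0% = no-compound wells and -100% = no-enzyme wells; nearly all actives have a fitted effect of over 25% in size; some results filed as inactive show a strong effect at the top dose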
#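 AmpC (5.3 nM in the dispensed reagent) in 20 mM phosphate pH 7.0 with 0.01% (detergent screen) or 0.0001% Triton X-100 was preincubated with compounds for 15 min at room temperature. Nitrocefin was then added from an 800 uM solution, and hydrolysis was followed at 480 nm.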
# Active calls of the source: *; ? = inconclusive; / = no result given; & = joins results of further samples; [ ] = dose if it differs, or a comment. Unless noted, calls come from the whole dose curve; as a rule, active = well fitted curve in the direction sought with a large enough effect; inconclusive = small, poorly fitted or top-dose-only effect, or another doubt; inactive = no such curve, though single readings can be large; an effect the other way counts as inactive or inconclusive. Unless noted, % is set by controls: 0 for no effect and ±100 for the full control effect.
nr | Structure | AmpC inh no detg | HCMV inh | Sm TGR block | HCV inh | AmpC detergent | Giardia FBPA inh
1 | COC(=O)C1=C(c2ccccc2OCc2ccccc2)C[C@@H]2CC[C@H]1N2C(=O)NCc1ccc(C(C)(C)C)cc1 | -32% | -16 | 6% | ? | 9% | /
2 | CCCC(=O)Nc1nnc(SCC(=O)Nc2nc(C)cs2)s1 | -16% | -8 | -22% | ? | -12% | /
3 | Cc1ccccc1C(=O)/C=C1/SCC(=O)N1C | -1% | -19 | -3% | 1% | -2% | -1%
4 | CC1(C)NC(=O)N(CCCOc2ccc3c(c2)CCC3)C1=O | 3% | 4 | 3% | -1% | -12% | 0%
5 | Cn1ncc(Cl)c1C(=O)Nc1ccc(CN2CCCCC2)cc1 | -6% | -4 | 6% | 16% | 2% | 4%
6 | CCN(CC)C(=O)C1CCCN(C/C=C/c2ccccc2)C1 (configuration not stated) | 0.28µM* | -2 | 1% | 19% | 0% | 4%
7 | COc1ccc(OC)c(NC(=O)C2Cc3ccccc3CN2S(=O)(=O)c2ccc(F)cc2)c1 (configuration not stated) | / | -39 | 4% | / | -4% | /
8 | Cc1ccc(C2=Nc3c(ccc4ccccc34)C(c3ccncc3)=NN2)cc1 | 57% | -20 | 0% | ? | 7% | -6%
9 | Cc1csc2nc(CNC(=O)CCC(=O)O)cn12 | -7% | 14 | -5% | 14% | ? | -11%
10 | Cc1cccc(/C(N)=N/OC(=O)c2cccs2)c1 | -23% | 207 | 3% | 7% | 4% | -6%
11 | COc1ccc(SCC(=O)Nc2ccc(N3CCN(C)CC3)c(F)c2)cc1 | -16% | 27 | / | -25% | 4% | 1%
12 | CCc1cccc(NC(=O)CN(C)S(=O)(=O)c2ccc3c(c2)CCCN3C(C)=O)c1 | / | -20 | 2% | / | 5% | /
13 | CN1CCN(S(=O)(=O)c2ccc(SCCOc3ccc(Cl)cc3)nc2)CC1 | 52%[activator] | -35 | 2% | ? | -21% | /
14 | Cc1ccc(OCC(=O)Nc2c(C(=O)c3ccc(Cl)cc3)oc3ccccc23)cc1C | / | -11 | 5% | / | 2% | /
15 | Cc1cccc(C(=O)N2CCN(S(=O)(=O)N3CCCCCC3)CC2)c1 | 8% | 37 | 3% | 10% | -13% | 2%
16 | CN(CCC#N)C(=O)c1cc2c(Cl)nc3ccccc3c2s1 | -11% | ? | 8% | ? | -1% | 9%
17 | Nc1c(C(=O)N2CCCCC2)sc2nc3c(cc12)CCCC3 | -13% | -1 | -3% | -6% | -4% | -7%
18 | Cc1cc(C2(c3cc(C)c(NC(=O)CN4CCOCC4)c(C)c3)CCCCC2)cc(C)c1NC(=O)CN1CCOCC1 | 160%[activator] | -31 | 0% | 12% | 2% | 6%
19 | CC(C)CC(=O)NC(Nc1ccc([N+](=O)[O-])cc1)C(Cl)(Cl)Cl (configuration not stated) | -26% | -27 | 6% | ? | -9% | -7%
20 | O=C(Nc1ccon1)c1cccc(S(=O)(=O)N2CCCCCC2)c1 | -28% | 13 | -7% | -4% | 1% | 2%
21 | Nc1nc(NS(=O)(=O)c2ccc(Cl)cc2)nn1-c1ccccc1 | -12% | -25 | -5% | 7% | -3% | 4%
22 | O=C(c1ccc(OC2CCN(Cc3ccccn3)CC2)cc1)N1CCCCO1 | -19% | 24 | 8% | -6% | -2% | 0%
23 | O=C1c2ccccc2C(=O)N1CCSc1ncn[nH]1 | -14% | 0 | -2% | 17% | -12% | -20%
24 | Cc1cccc(NC(=O)c2ccc(-n3cnc4cccnc43)cc2)c1C | / | -9 | 5% | / | 29% | /
25 | Cc1ccc(S(=O)(=O)N2[C@@H](c3ccc(Cl)c(Cl)c3)C(C(=O)O)=C[C@H]2CC2CCCC2)cc1 | -26% | -15 | / | 7% | / | /
26 | CCN1CCCC1Cn1cnc2c([nH]c3ccc(OC)cc32)c1=O (configuration not stated) | 5% | 13 | -14% | -8% | -1% | -15%
27 | COc1cc(C(=O)OCC(=O)NCc2ccc(F)cc2)ccc1OCC(C)C | 0% | -17 | 3% | / | 3% | 1%
28 | Cc1cccc(-n2ccnc2CN2CCN(C(C)C)C(CCO)C2)c1 (configuration not stated) | -11% | 21 | -7% | -3% | 5% | 1%
29 | COCCNc1ccc(-c2nn(C)c(=O)c3ccccc23)cc1[N+](=O)[O-] | -3% | 27 | 2% | -1% | -8% | 4%
30 | COc1ccc(C(=O)COC(=O)c2c(-c3ccccc3)noc2C)c(OC)c1 | 1% | 5 | -5% | ? | -3% | /
31 | O=C(C1=C(O)C(=O)N(c2ncccn2)C1c1cccc(Cl)c1)c1ccco1 (configuration not stated) | / | -2 | 45µM* | / | 0% | ?
32 | Cc1cc(-c2ccccc2)cc(-c2ccccc2)[n+]1C | -9% | ? | -1% | -25% | ? | 2%
33 | c1cncc(C2CCCCN2)c1 (configuration not stated) | -14% | 28 | -1% | 16% | 2% | -2%&1%
34 | O=C(COC(=O)c1ccccc1Br)NCCC1=CCCCC1 | -13% | -10 | -7% | 7% | 6% | 5%
35 | COc1ccc(-c2cc(=O)[nH][nH]2)cc1 | -48% | -32 | -14% | 13% | 3% | -13%
36 | COc1ccc(NC(=O)N2CCCC2C(=O)NC2CCCC2)cc1 (configuration not stated) | -16% | -16 | 11% | 7% | ? | 2%
37 | CSc1cccc(NC(=O)c2ccc(NC3=NC4CS(=O)(=O)CC4S3)cc2)c1 (configuration not stated) | -21% | 76 | -10% | 9% | -8% | 22%
38 | Cc1cc(=O)[nH]c2cc(O)ccc12 | 2% | 16 | -1% | 8% | ? | 0%
39 | Cc1cccc(N/C=C(\[N+](=O)[O-])S(=O)(=O)c2ccccc2)c1C | -21% | 24 | -24% | -8% | ? | -7%
40 | COc1ccccc1NS(=O)(=O)c1cccc(C(=O)OCC(=O)Nc2cc(C)on2)c1 | -38% | -12 | 4% | 2% | 0% | -5%
41 | Cc1cc2c(=O)n(CC(=O)NCC(=O)N3CCN(Cc4ccccc4)CC3)cnc2s1 | -5% | 8 | ? | 1% | 0% | 7%
42 | CCOc1ccc(NC(=O)CSC2=Nc3ccccc3C3=NC(CCC(=O)NCc4ccco4)C(=O)N23)cc1 (configuration not stated) | / | -9 | -11% | / | -5% | /
43 | O=C(NCc1cccnc1)C1CCCN(Cc2cnn(-c3ccccc3)c2-n2cccc2)C1 (configuration not stated) | 70%[activator] | -10 | -1% | -12% | ? | 1%
44 | COc1ccc(C(C)(C)C)cc1NC(=O)C1=CC=CN2CCS(=O)(=O)N=C12 | 23% | 23 | / | 5% | / | /
45 | COc1ccc(CNC(=O)COC(=O)c2ccc(S(=O)(=O)NCc3ccco3)cc2)cc1 | -28% | 51 | / | -17% | / | /
46 | COc1ccc(Cn2nnnc2CN2CCCCCC2)cc1 | 2% | 5 | / | 9% | -6% | 0%
47 | COc1cc([N+](=O)[O-])ccc1NC(=O)c1cccc(NC(=O)C(C)C)c1 | -9% | -37 | 1% | ? | -9% | -2%
48 | N#CCN1C(=O)C2CCCN2c2ccc(S(=O)(=O)N3CCOCC3)cc21 (configuration not stated) | 31% | -16 | ? | 10% | 2% | -2%
49 | COC(=O)c1cc(NC(=O)C2CC2)cc(C(=O)OC)c1 | -8% | 59 | 7% | ? | -5% | 6%
50 | COc1ccc(-c2nn3c(-c4ccc(F)cc4)nnc3s2)cc1 | 11% | -17 | 18% | 12% | -1% | 14%

# Further entries follow.
nr | Structure | AmpC inh no detg | HCMV inh | Sm TGR block | HCV inh | AmpC detergent | Giardia FBPA inh
51 | Cc1noc(C)c1C(=O)Nc1ccc2ccccc2c1 | -15% | 21 | 5% | 13% | 4% | /
52 | Cc1onc(-c2c(F)cccc2Cl)c1C(=O)Nc1ccc(S(=O)(=O)N2CCOCC2)cc1 | -3% | -69* | / | 3% | / | /
53 | COc1ccc(NC(=O)CCNC(=O)N2CC(=O)Nc3ccccc32)c(OC)c1 | 1% | 31 | 7% | 5% | 6% | /
54 | CC(=O)c1cccc(NC(=O)CSc2nc(N3CCOCC3)nc(N3CCOCC3)n2)c1 | -20% | -11 | 4% | ? | 8% | /
55 | Cc1ccc(C)c(COC(=O)CCN=C2NS(=O)(=O)c3ccccc32)c1 | -15% | -19 | 1% | 13% | -9% | /
56 | Cc1ccc2c(CC(=O)Nc3ccc(S(=O)(=O)N4CCCCC4)cc3)coc2c1 | / | -5 | 10% | / | -14% | /
57 | CCOC(=O)N1CCN(c2c(N3CCN(C(=O)OCC)CC3)c(=O)c2=O)CC1 | 75%[activator] | 10 | 4% | 18% | 9% | 3%
58 | O=C(Cn1ccc2ccccc2c1=O)NCCC(=O)N1CCN(c2cccc(C(F)(F)F)c2)CC1 | 175%[activator] | -2 | 12% | 0% | -11% | -2%
59 | O=C(N/N=C/c1c[nH]c2ccccc12)c1ccccc1Cl | -25% | 102 | 4% | ? | -1% | 6%
60 | CC(C)CN(CC(C)C)C(=O)CC(=O)NC(=O)c1ccc(Cl)cc1 | 3% | 18 | 10% | 4% | -13% | 6%

# Record cards, as listed above.
# Cc1ccc(C)c(COC(=O)CCN=C2NS(=O)(=O)c3ccccc32)c1 is listed as AmpC inh no detg = -15%; HCMV inh = -19; Sm TGR block = 1%; HCV inh = 13%; AmpC detergent = -9%; Giardia FBPA inh = /
# O=C(Cn1ccc2ccccc2c1=O)NCCC(=O)N1CCN(c2cccc(C(F)(F)F)c2)CC1 is listed as AmpC inh no detg = 175%[activator]; HCMV inh = -2; Sm TGR block = 12%; HCV inh = 0%; AmpC detergent = -11%; Giardia FBPA inh = -2%

# (listing goes on)
nr | Structure | AmpC inh no detg | HCMV inh | Sm TGR block | HCV inh | AmpC detergent | Giardia FBPA inh
61 | Cc1c(Cc2ccccc2)c(=O)oc2cc(OCC(N)=O)ccc12 | -9% | -19 | -4% | -6% | -14% | 5%
62 | CO[C@H]1[C@@H](OC)CC(OC2OC(CO)C(O)C(O)C2O)/C(=C\C#N)[C@@H]1O (some centres not stated) | -1% | ? | -7% | 16%[8.37 µM] | ? | 2%
63 | CCc1nc(SCC(=O)NCc2ccccc2)c2c(=O)n(C)c(=O)n(C)c2n1 | -4% | -36 | 1% | 20% | ? | 7%
64 | O=C(Nc1ccccn1)c1ccc([N+](=O)[O-])o1 | -22% | / | -26% | ? | -11% | -8%
65 | NC(=O)C1CCN(C(=O)c2ccc3nc(N4CCCCC4)sc3c2)CC1 | 0% | 3 | 2% | 1% | 6% | 0%

# Gathered by group, those above with a tert-butyl group
nr | Structure | AmpC inh no detg | HCMV inh | Sm TGR block | HCV inh | AmpC detergent | Giardia FBPA inh
1 | COC(=O)C1=C(c2ccccc2OCc2ccccc2)C[C@@H]2CC[C@H]1N2C(=O)NCc1ccc(C(C)(C)C)cc1 | -32% | -16 | 6% | ? | 9% | /
44 | COc1ccc(C(C)(C)C)cc1NC(=O)C1=CC=CN2CCS(=O)(=O)N=C12 | 23% | 23 | / | 5% | / | /

# Compound activity: PubChem BioAssay, National Center for Advancing Translational Sciences (NCATS)
